Screening data deposited in PubChem BioAssay by several laboratories.
Dengue-2 NS5 capping = Dengue-2 NS5 methyltransferase inhibitors, primary screen, biochemical, confirmation dose response (AID 588689); 340,000 compounds, 0.3% hits; Dengue-2 NS5 methyltransferase capping enzyme assay, biochemical; higher % means a stronger effect; inhibition, % at 25 µM, or IC50 in µM where a hit was titrated; in the data active = a potency from the dose series; inconclusive = inhibition above about 29% without an active follow-up result
T cell modulator = T cell immune modulation candidate | 2C CD8+ T cell-vesicle binding, flow cytometry; hits give low values | 330,000 compounds, 0.068% hits | calls only at 7 µM;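 active = response, share of CD8 T cells binding vesicles, and their 90th percentile fluorescence all below set limits, cut at about 80% in these data, passing the limit was not always enough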
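Assay system – 2C mouse CD8+ T cells · Also added – QL9-loaded Drosophila micro-vesicles · Timing – Cell–vesicle co-incubation 1.5 h at 37 °C, staining 20 min on ice · Signal – flow cytometry of vesicle-bound cells · Measure – percent CD8+ FL2 mean versus row control · Controls – Peptide-free naked vesicles (low) and QL9 vesicles with 0.7% DMSO vehicle (high)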
PhoP inhibition = inhibitors of PhoP regulon expression, primary screen, Salmonella Typhimurium, GFP reporter (AID 1863); S. Typhimurium PhoP-regulated promoter GFP reporter, 4 h; higher % means a stronger effect; 300,000 compounds, 0.16% hits; inhibition, % at 50 µM; hits with a dose series show IC50 in µM;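 active = inhibition over 29.93%, a cutoff 3 SD above the screen mean, later confirmed by dose response; inconclusive = inhibition over 29.93% but no dose response follow-up; inactive = inhibition at most 29.93% or unconfirmed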;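 note: 0% = low Mg2+ inducing control and 100% = high Mg2+ repressing control; strong numbers were not always called active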
SV40 large T antigen = TAg ATPase/helicase activity blockers – biochemical (AID 1903); SV40 large T antigen ATPase/helicase inhibition assay; higher % means a stronger effect; inhibition, % at 20 µM; hits with a dose series show IC50 in µM; 310,000 compounds, 0.39% hits; in the data active = a potency from the dose series; inconclusive = inhibition mostly from about 32% at the one dose, without a potency; inactive = the rest, 99 in 100 with inhibition below about 32%; note: strong numbers were not always called active
West Nile virus CPE = inhibition of WNV-induced cytopathic effect – cell-based, CPE readout (AID 1621). West Nile virus-infected cells, CPE inhibition; higher % means a stronger effect. one-dose CPE inhibition, % at 10 µM; IC50 in µM for titrated hits. 290,000 compounds, 0.02% hits; in the data active = a potency from the dose series; inconclusive = CPE inhibition mostly from about 3.7% at the one dose, without a potency; inactive = the rest, 99 in 100 with CPE inhibition below about 2.2%; note: strong numbers were not always called active
UTI89 phage lysis = inhibition of K1F phage lysis, E. coli UTI89, bacterial capsule biogenesis inhibitors, alamar blue (AID 488966); E. coli UTI89 K1F phage lysis, alamar blue, 2 h; higher % means a stronger effect; inhibition, % at 100 µM, or IC50 in µM where a hit was titrated; 340,000 compounds, 0.02% hits;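 active = phage lysis inhibition, versus mean bacterial control, above a set limit; inconclusive = no clear call, values can overlap the other calls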;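 note: capsule biogenesis inhibitors block K1F phage lysis so surviving cells raise fluorescence; higher fluorescence means more inhibition of phage lysis; actives were called in the ten point dose series up to 300 µM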
MgcRacGAP inhibition = MgcRacGAP GTPase-activating activity inhibitors, confirmation, biochemical, ADP Hunter fluorescence | MgcRacGAP-stimulated Rac1 GTP hydrolysis, ADP Hunter fluorescence; higher % means a stronger effect; GST-tagged Rac1 F28L mutant substrate | one-dose inhibition, % at 30 µM; IC50 in µM for titrated hits | 340,000 compounds, 0.6% hits | AID 624330;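 active = first-screen hits whose inhibition reached a set limit at any dose in the follow-up dose series; inconclusive = inhibition above the set first-screen limit but never retested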;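 note: fluorescence reports GDP produced by GAP-driven GTP hydrolysis; strong numbers were not always called active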
NTR1 agonist = agonists of NTR1, primary screen, imaging, U2OS cells, beta-arrestin-GFP, high content (AID 493036); P30989; NTR1-U2OS beta-arrestin-GFP spot imaging, agonist mode; activation, % at 20 µM; 330,000 compounds, 0.17% hits;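 active = activation at or above 40% of the spot to cytoplasm intensity ratio, with at least 20 cells analyzed; inconclusive = wells under 20 cells, flagged as cytotoxic or low count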;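 note: 0% = DMSO without peptide and 100% = 100 nM NTR1 peptide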
Target sequence (P30989 whole entry, looked up): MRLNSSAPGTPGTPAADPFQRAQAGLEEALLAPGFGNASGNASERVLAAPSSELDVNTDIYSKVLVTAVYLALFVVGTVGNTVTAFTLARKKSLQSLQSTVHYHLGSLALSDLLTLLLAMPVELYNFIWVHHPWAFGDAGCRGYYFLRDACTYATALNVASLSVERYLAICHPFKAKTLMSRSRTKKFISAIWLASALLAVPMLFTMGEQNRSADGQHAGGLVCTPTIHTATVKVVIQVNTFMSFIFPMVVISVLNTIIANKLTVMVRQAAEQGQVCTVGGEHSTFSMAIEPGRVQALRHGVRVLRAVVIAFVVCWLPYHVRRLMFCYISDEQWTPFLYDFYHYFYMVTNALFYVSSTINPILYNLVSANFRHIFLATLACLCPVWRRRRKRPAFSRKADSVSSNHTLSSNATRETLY
RSV antiviral HEp-2 = inhibition of RSV-induced cytopathic effect – HEp-2 cells, primary 10 µM value included (AID 2391) | HEp-2 cells, RSV-induced CPE inhibition; higher % means a stronger effect | one-dose CPE inhibition, % at 10 µM; IC50 in µM for titrated hits | 310,000 compounds, 0.13% hits; in the data active = a potency from the dose series; inconclusive = CPE inhibition mostly from about 23% at the one dose, without a potency; inactive = the rest, 99 in 100 with CPE inhibition below about 21%; note: strong numbers were not always called active
T cell modulator vesicle-bound % = also measured in T cell modulator; calls as there; double positive events, %; measured here: CD8+ vesicle-bound cell fraction;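 binding gate set so that unloaded-vesicle control wells show 10% double positive cells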
NTR1 agonist cell count 20 µM = further read-out of NTR1 agonist, marked with its call; cell count; measured here: cell count, cytotoxicity flag
Dengue-2 NS5 capping pilot replicate = also measured in Dengue-2 NS5 capping; calls as there; inhibition, %; measured here: pilot screen replicate inhibition
* marks the source's active call; other numbers are inactive results; i = inactive; ? = inconclusive; . = not tested or not shown; & = joins results of further samples; [ ] = remark or other dose.

SMILES	Dengue-2 NS5 capping	T cell modulator	T cell modulator vesicle-bound %	PhoP inhibition	SV40 large T antigen	West Nile virus CPE	UTI89 phage lysis	MgcRacGAP inhibition	NTR1 agonist	NTR1 agonist cell count 20 µM	RSV antiviral HEp-2	others
CCN1C(=O)[C@H]2[C@H]3CN=C(SCc4ccc(Cl)cc4)N3[C@@](Cc3ccccc3)(C(=O)OC)[C@H]2C1=O	-1%	.	.	.	.	.	1.1%	2%	3.9	57	.	Dengue-2 NS5 capping pilot replicate=-0.6
CCOC(=O)CSc1nc2ccc(NC(C)=O)cc2s1	0%	i	24	-6%	5%	0.4%	-0.1%	1%	0.2	67	1.2%
CS(=O)(=O)N1CCN(c2nc(-c3ccccc3)cs2)CC1	3%	i	37	5%	0%	-0.1%	-0.2%	17%	0.8	51	2.1%
CCC(=O)N1N=C(c2ccc(Cl)cc2)CC1c1ccco1 (centres undefined)	-2%	i	36	0%	5%	-0.8%	0.0%	9%	2.2	42	.
CS(=O)(=O)N(CC(=O)N1CCC(C(N)=O)CC1)C1CCCCC1	-6%	i	10	-7%	-10%	0.0%	0.6%	4%	-1.9	73	1.8%
Cc1cc(C)n2nc(SCC(=O)Nc3ccc(O)cc3)nc2n1	-11%	i	53	8%	?	-0.7%	0.4%	?	-0.2	48	2.6%
Cc1ccccc1Cn1ccc(NC(=O)c2onc(C)c2Cl)n1	-6%	i	0	26%	6%	0.3%	0.4%	-1%	-1.0	55	-1.6%
COc1cccc(NC(=O)CN(C)C(=O)c2ccc3ccccc3c2)c1	-8%	i	27	2%	8%	-1.2%	0.3%	6%	-1.8	90	-0.2%	Dengue-2 NS5 capping pilot replicate=1.5
CCOc1ccc(C(c2c(C)n(C)n(-c3ccccc3)c2=O)c2c(C)n(C)n(-c3ccccc3)c2=O)c(O)c1	-4%	i	60	.	13%	.	0.4%	5%	-0.2	39	1.2%
O=C(O)c1ccc(CNCc2cccc(OCc3ccc(F)cc3)c2)cc1	6%	i	57	-1%	26%	-0.4%	0.2%	9%	0.2	73	1.2%
CCn1cc(C(=O)N2CCN(c3ccccn3)CC2)c2cc(OC)c(OC)cc2c1=O	-10%	i	29	-3%	3%	-0.1%	0.1%	-5%	.	.	1.7%
O=C(O)CS(=O)(=O)CC(=O)O	-1%	i	16	11%	-7%	0.2%	0.1%	9%	-0.6	32	2.9%
CCN(C(=O)COc1ccc(F)cc1Br)c1c(N)n(Cc2ccccc2)c(=O)[nH]c1=O	5%	i	41	.	.	.	0.4%[50 µM]	4%	-2.2	63	0.0%
CCOc1ccc(N(CC)C(=O)Cc2c(C(=O)O)n(C)c3ccccc23)cc1	-4%	i	26	10%	2%	0.3%	1.1%[50 µM]	11%	-1.1	104	1.0%
CCOc1ccc(N(CC(=O)N2CCN(Cc3ccccc3)CC2)S(C)(=O)=O)cc1	-1%	i	36	2%	4%	-0.7%	0.7%	2%	1.0	60	-0.1%
O=C(CNC(=O)c1nc[nH]c1C(=O)NCC(=O)OCc1ccccc1)OCc1ccccc1	0%	i	29	.	14%	-0.1%	1.1%	4%	8.5	87	1.6%
COc1ccc(N2CC(C(=O)Nc3nnc(SCC(=O)N4CCOCC4)s3)CC2=O)cc1 (centres undefined)	2%	i	64	-5%	13%	0.4%	0.0%	10%	-0.5	54	1.7%
Cc1ccc(C)c(N2CCN(C(=S)Nc3ccc4nc(N5CCN(C)CC5)cc(C)c4c3)CC2)c1	-4%	i	39	5%	-1%	-0.5%	0.4%	7%	1.1	55	19%
COc1ccc(-c2cc(CCCC(=O)NCCc3ccccc3)no2)cc1	-1%	i	40	.	.	-0.3%	0.1%	7%	3.1	49	2.3%
O=C(CCC1CCCCC1)Nc1cc(Cl)ccc1N1CCOCC1	3%	.	.	.	.	.	0.3%[50 µM]	11%	8.6	57	.
O=C(NC1CC1)C1=C[C@@H](C2CC2)C[C@@H](OCc2ccc(CO)cc2)O1	0%	i	27	-2%	18%	-0.1%	1.4%	-5%	1.5	94	0.5%
CCOc1cccc(CN2CCCC(C(=O)Nc3cccc(-n4cccn4)c3)C2)c1 (centres undefined)	6%	i	37	-3%	6%	-0.1%	0.3%	9%	2.1	74	0.5%
CCOC(=O)c1ccccc1NC(=O)CSc1nnnn1C	0%	i	55	-1%	2%	-0.1%	0.5%	4%	-0.7	63	0.7%
CC(C)CC(=O)Nc1ccc(-c2nc3ccccc3c(=O)o2)cc1	-2%	i	8	11%	1%	0.0%	0.4%[50 µM]	3%	0.0	48	2.2%
Cc1ccccc1OCC(=O)Nc1cccc(N(C)S(C)(=O)=O)c1	-1%	i	11	2%	8%	0.5%	0.9%	2%	-0.5	67	0.8%
Cc1c(C)n(C)c2ccc([N+](=O)[O-])cc12	-2%	i	26	7%	9%	0.9%	0.7%	4%	1.3	65	52%
CCOC(=O)Cc1csc(NC(=O)CSc2nnnn2-c2ccc(F)cc2)n1	-4%	i	50	16%	0%	0.0%	3.0%	2%	-0.7	56	2.9%
Cc1ccc(S(=O)(=O)CCc2nc3ccccc3s2)cc1C	2%	i	44	-5%	3%	-0.2%	1.6%	10%	-0.7	35	0.0%
O=C(COc1coc(CN2CCN(c3ccccc3)CC2)cc1=O)NCC1CCCO1 (centres undefined)	-3%	i	40	10%	15%	.	0.6%[50 µM]	9%	-0.8	82	0.4%
C#CCOCCOCCOCCNc1nc(N2CCN(C(=O)C([C@@H](C)CC)n3cc(C(N)COC(=O)C(F)(F)F)nn3)CC2)nc(N2CCN(C(=O)[C@H](CCCCN)n3cc(C(N)CC(C)C)nn3)CC2)n1 (some centres undefined)	.	i	25	-1%	29%	-0.3%	.	.	-1.0	63	-1.0%
CCN(CC)C(=O)[C@H]1C[C@H](CC(=O)NCCN2CCOCC2)C(=O)N2CCc3c([nH]c4cc(-c5ccco5)ccc34)[C@]12C	-7%	.	.	.	.	.	0.0%	10%	1.2	50	.	Dengue-2 NS5 capping pilot replicate=-1.8
Cc1ccccc1OCC(=O)N1N=C(c2cccnc2)CC1(O)C(F)(F)F (centres undefined)	-2%	i	50	5%	6%	0.0%	-5.0%	6%	0.8	57	2.6%
CSc1ccccc1-c1nc(-c2ccncc2)no1	-1%	i	60	0%	6%	0.0%	0.3%	8%	0.0	78	?
CCCc1nnc(SCC(=O)N2CCCC(C)C2)n1CC1CCCO1 (centres undefined)	3%	i	39	20%	8%	-0.3%	1.3%	5%	1.7	68	2.3%
Cc1cccc(-n2c(SCCC(=O)O)nnc2-c2cccs2)c1C	-3%	i	36	1%	23%	0.1%	0.4%	5%	-0.4	58	9.9%
Cc1cc2ccccc2n2c(SCC(=O)N3CCOCC3)nnc12	-8%	i	26	2%	9%	0.4%	-0.8%	5%	-0.5	75	1.0%
O=C(COC(=O)c1ccccc1NCCO)NCC1CCCCC1	5%	i	59	.	.	.	0.3%[50 µM]	1%	0.6	106	0.9%
CCN(CC)C(=O)CN1CCC(n2c(C)nc3cc(C(F)(F)F)ccc32)CC1	5%	i	33	9%	5%	-0.5%	0.3%	1%	-1.2	81	0.3%
C=CCOc1ccc(C2/C(=C(\O)c3c(C)[nH]c(C(=O)OC)c3C)C(=O)C(=O)N2CCN(C)C)cc1 (centres undefined)	-1%	i	2	-10%	29%	0.7%	2.1%	-1%	1.6	40	-1.0%
COc1ccc(C2(O)CCN(CC(=O)Nc3nc(-c4ccccc4)cs3)CC2)cc1	2%	i	44	1%	8%	0.0%	0.5%	6%	17	68	9.3%
O=C(c1cc(Cl)c(=O)n(Cc2ccccc2)c1)N1CCOCC1	-9%	i	41	-3%	24%	-0.6%	0.2%	7%	-1.4	73	-0.7%
Cc1ccc(NC(=O)CN2C(=O)NC3(CCCC3)C2=O)cc1S(=O)(=O)N1CCCCC1	0%	i	40	.	.	.	0.2%[50 µM]	6%	-2.2	53	3.3%
CC(=O)Nc1cccc(C(=O)OCC(=O)Nc2nnc(-c3ccccc3)o2)c1	-4%	i	50	-1%	62%	.	0.9%[50 µM]	7%	1.1	72	2.8%
CC(=O)c1sc(NC(=O)C2CSC3(C)CCC(=O)N23)nc1-c1ccccc1 (centres undefined)	1%	i	60	2%	8%	.	2.9%[50 µM]	4%	0.0	52	1.1%
CCC1C(=O)N=C(SCC(=O)Nc2ccc(C)cc2)N(c2ccccc2)C1=O (centres undefined)	-3%	i	22	4%	9%	-0.9%	0.1%	1%	-0.8	58	1.2%
COC(=O)c1sccc1-c1ccc(/C=N/OCc2c(Cl)cccc2Cl)o1	1%	i	29	-6%	8%	3.3%	0.2%	6%	1.3	93	-0.2%
Cc1ncc(CN2CCC(CO)(CCc3ccccc3)CC2)s1	-2%	i	48	1%	18%	-0.9%	0.4%	10%	1.1	47	-1.1%
CCCCCn1cnnc1SCC(=O)c1c(N)n(C2CC2)c(=O)[nH]c1=O	1%	.	.	.	.	.	1.0%[50 µM]	6%	1.2	52	.
O=C(CSCc1ccc(Br)cc1)N1CCCC1	0%	i	32	-2%	5%	-0.1%	-0.2%	3%	0.7	24	4.2%
CC(=O)NS(=O)(=O)c1ccc(N)cc1	3%&-4%	i	61&18	3%&-9%&7%	9%&0%&25%	0.9%	-1.4%&5.1%	6%&6%	0.5&1.0	54&47	-0.5%&-0.9%
O=S(=O)(c1ccccc1)c1nc(-c2ccccc2)oc1NCCCN1CCOCC1	-7%	i	24	-7%	14%	-0.1%	1.1%[50 µM]	8%	2.9	63	1.8%
Cn1c(Br)nc2c1c(=O)n(CC(O)COc1ccccc1)c(=O)n2C (centres undefined)	-7%	i	36	0%	6%	1.5%	0.0%	9%	2.0	47	2.1%
N#CCc1nn2c3c(cnc2c1C#N)C(=O)CCC3	-3%	i	14	-11%	8%	0.1%	-0.1%	-4%	-0.1	67	1.6%
